High-throughput results as filed in PubChem.
Insulin prom inh = inhibitors of insulin promoter-driven GFP, primary screen, imaging, TRM-6 cells (human fetal islet line), eGFP reporter, cell count | reporter expression induced with tamoxifen | inhibition, % at 2 µM | actives 0.9% (n = 130,000) | AID 1273, 2008;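 active = inhibition above the mean plus 3 SD, with well images judged a real hit on visual review, cut at about 60% in these data, passing the limit was not always enough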
sdo1 growth = growth rescue of sdo1-depleted yeast, primary screen, S. cerevisiae, bone marrow failure model. S. cerevisiae sdo1-depleted JHY4D growth rescue, OD600 30 h; active compounds read high; pdr5 snq2 efflux-pump mutant strain. z-score at 10 µM. actives 0.21% (n = 140,000);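 active = z-score above 3 at both the 24 hr and the 30 hr optical density reads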;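 note: z-score against mean and SD of all compound wells on the same plate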
sdo1 growth Rescue 24 h = second read-out of sdo1 growth, no call of its own (marks repeat the call); z-score; S. cerevisiae sdo1-depleted JHY4D growth rescue, OD600; measured here: growth rescue at 24 h;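 0 is the plate mean of compound wells and units are plate SD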
The depositor's hits bear a star; nt = no result given; [ ] = remark or other dose.

SMILES	Insulin prom inh	sdo1 growth	sdo1 growth Rescue 24 h
COC(=O)C1(C(F)(F)F)N=C(C(F)(F)F)Nc2ccc(Cl)cc21 (stereo unspecified)	-42.9	0.61	0.84
NC(=S)N=Nc1c(O)[nH]c2cc(F)c(F)cc12	nt	1.47	1.95
COc1ccc(S(=O)(=O)n2nc(OC(=O)c3cccs3)cc2N)cc1	14.3	0.39	0.06
CN(C(=O)COC(=O)c1ccccc1Nc1ccccc1)C1CCS(=O)(=O)C1 (stereo unspecified)	nt	0.76	1.93
CCOC(=O)CCN(Cc1sccc1C)S(=O)(=O)c1ccc(F)cc1	-77.4	0.1	0.02
CC(C)OC(=O)c1cc2ccccc2oc1=O	nt	0.49	-0.32
O=C(c1cc2c(cc1Br)OCCCO2)N1CCCCC1	-3.7	-0.03	0.07
NS(=O)(=O)c1ccc(NC(=O)CSc2nnc(Cc3cccs3)n2-c2ccccc2)cc1	-5.6	0.72	0.56
CCCCCC(O)c1cccc(OCc2ccc3ccccc3n2)c1 (stereo unspecified)	0.0	-1.36	-0.67
CC(=O)Nc1ccc(/C=N/NC(=O)c2cc3ccccc3nc2C)cc1	0.0	0.61	-0.16

A different layout for some results above.
COc1ccc(S(=O)(=O)n2nc(OC(=O)c3cccs3)cc2N)cc1
  Insulin prom inh: 14.3	sdo1 growth: 0.39	sdo1 growth Rescue 24 h: 0.06
NC(=S)N=Nc1c(O)[nH]c2cc(F)c(F)cc12
  Insulin prom inh: nt	sdo1 growth: 1.47	sdo1 growth Rescue 24 h: 1.95
CCOC(=O)CCN(Cc1sccc1C)S(=O)(=O)c1ccc(F)cc1
  Insulin prom inh: -77.4	sdo1 growth: 0.1	sdo1 growth Rescue 24 h: 0.02
CC(=O)Nc1ccc(/C=N/NC(=O)c2cc3ccccc3nc2C)cc1
  Insulin prom inh: 0.0	sdo1 growth: 0.61	sdo1 growth Rescue 24 h: -0.16

(next part)
SMILES	Insulin prom inh	sdo1 growth	sdo1 growth Rescue 24 h
Nc1nc2ccccc2n1/N=C/c1ccc([N+](=O)[O-])s1	-42.9	-0.97	0.02
CCOC(=O)CSc1nnc(-c2ccccc2NC(=O)c2ccccc2)o1	nt	0.06	-0.47
O=C(COc1c(F)c(F)c(C(F)(F)F)c(F)c1F)Nc1ccc(N2CCOCC2)c(Cl)c1	nt	-1.9	-0.9
O=C(CSc1nnc(C2CC2)n1Cc1ccccc1)c1cc2ccccc2o1	nt	-0.37	-0.81
O=C(Nc1ccc(Br)c2cccnc12)c1ccc(Cn2cc(Cl)cn2)o1	-16.7	-0.26	1.82
Cn1nc(C(=O)NC(C)(C)C)c2ccccc21	23.1	-0.35	0.19
CC(C)(C)c1ccc(S(=O)(=O)N2CCCC2C(=O)NC2=NCCS2)cc1 (stereo unspecified)	-51.6	0.12	0.07
Cc1nn(-c2ccccc2)c2nc(Cl)c(C(=O)O)cc12	nt	-0.41	-1.2
COc1ccccc1C(=O)NCCC(=O)N1CC(=O)Nc2ccccc21	28.6	1.57	1.59
Cn1c(=O)c2c(ncn2CC(N)=O)n(C)c1=O	28.6	-0.64	-1.93
COc1ccc(NC(=O)COC(=O)CC2CC3CCC2C3)c([N+](=O)[O-])c1 (stereo unspecified)	nt	-0.22	-0.54
Cc1ccc(NC(=S)NNC(=O)CSc2nnc(-c3ccc(Cl)cc3)n2C2CCCCC2)cc1	9.7	1.37	1.76
COc1ccc(NC2=Nc3cccc4cccc2c34)cc1OC	-25.0	2.13	0.74
Cc1cccc(N2C(=O)CC(Sc3nc(-c4ccccc4)c4cc(Cl)ccc4n3)C2=O)c1 (stereo unspecified)	5.0	0.46	2.15
CC(c1ccco1)N(C(=O)c1ccc(C#N)cc1)c1ccccn1 (stereo unspecified)	7.1	-0.07	-0.25
Cn1nnc(NC(=O)c2ccccc2F)n1	12.9	-0.93	-0.91
COc1ccc(C(CNC(=O)Cn2[nH]c(=O)c3ccccc3c2=O)N2CCCC2)cc1 (stereo unspecified)	nt	0.65	0.47
Cc1ccc(C(C)C)c(OCc2ccc(C(=O)N/N=C/c3ccc(O)c(O)c3)cc2)c1	-64.7	0.72	0.64
CCOc1ccccc1-c1nnc(SCC(=O)NC2CC3CCC2C3)n1CC (stereo unspecified)	-13.5	-0.41	-0.68
O=C(CNC(=O)c1ccccc1F)NCCOc1ccccc1Cl	-29.0	0.94	0.18
CC(=O)N1N=C(c2ccncc2)OC12CCCCC2	-8.3	0.28	0.06
CC(=O)N1CCc2cc(S(=O)(=O)NC(C(=O)NC3CCCc4ccccc43)C(C)C)ccc21 (stereo unspecified)	nt	0.44	0.85
Cc1cccc(C)c1OCCNC(=O)CCC(=O)c1ccccc1	nt	1.61	2.1
CN(C)CCCNC(=O)c1ccc(CN(c2ccccc2)S(C)(=O)=O)cc1	-34.4	0.65	0.52
Cc1cnc(NC(=O)CSc2nc3ccccc3s2)s1	35.7	-0.36	-0.3
O=S(=O)(c1ccccc1)c1nc(-c2ccccc2F)oc1NCc1cccnc1	-21.1	nt	nt
Cc1cc(/C=N/NC(=O)COc2cccc3cccnc23)c(C)n1-c1ccc(O)cc1	13.9	0.3	-0.63
O=C(Cn1cnc2ccccc21)OCC(=O)N1CCc2ccccc2C1	-4.3	0.29	-0.04
CCOC(=O)c1cc(CC)sc1/N=C/C1=C(O)CCCC1=O	32.3	-0.18	-0.18
O=C(c1cccc(C(F)(F)F)c1)C1CCCN(C(=O)CCCN2CCCC2=O)C1 (stereo unspecified)	-10.0	nt	nt
O=C(CC1CCCCC1)N1CCN(c2ccccn2)CC1	-25.0	1	-0.03
COC(=O)/C=C1\C(=O)N(c2nc3ccccc3s2)C(=S)N1c1ccc(F)cc1	12.5	0.34	0.97
O=c1[nH]c(N/N=C/c2ccc(O)cc2)nc2ccccc12	-7.1	0.77	0.99
CC(=O)Nc1nc(-c2ccccc2)nc(-c2ccccc2OC(C)=O)n1	-6.1	-0.05	0.49
CN(C)c1ccc(C2N(c3ccc(F)cc3)C(=O)C3CCCN32)cc1 (stereo unspecified)	nt	-0.01	-0.39
CCOC(=O)C(C)/C(C)=N/NC(N)=S (stereo unspecified)	-25.5	-0.59	-1.68
OCCNc1nc2ccccc2n1CC(O)c1ccccc1 (stereo unspecified)	14.3	nt	nt
Cc1cc(C)cc(NC(=O)CSc2ccc(-c3cccs3)nn2)c1	nt	-1.79	-1.51
Cc1ccc(C(C(=O)NC2CCCCC2)N2CCN(C(=O)c3ccco3)CC2)cc1 (stereo unspecified)	-55.3	-1.23	-1.46
CC(C(=O)c1ccc(Br)cc1)[n+]1cccc(NC(=O)c2ccccc2)c1 (stereo unspecified)	27.6	0.87	0
CCc1nccn1S(=O)(=O)c1cc(C)c(OC)cc1C	-11.4	0.61	0.16
CC(=O)c1c(N=CN(C)C)nc(C)nc1-c1ccccc1	9.1	0.42	-0.47
O=C(NCc1ccccc1)c1ccc(Br)o1	35.0	0.46	0.21
COc1cc(COc2ccc3c(C)c(Cc4ccccc4)c(=O)oc3c2C)cc(OC)c1OC	46.7	-0.1	-0.25
Cc1ccc2cc3cc(C(=O)N4CCCCCC4)oc3nc2c1	-183.3	-0.51	-0.8
Cc1sc2nc3n(c(=O)c2c1C)NC(=O)CC3	44.7	0.81	0.88
O=C(O)c1ccc2c(c1)C(=O)N(c1ncccn1)C2=O	42.9	0.77	-0.1
Cc1ccc(C(=O)N/N=C2\CCc3ccccc32)c(C)c1	19.4	0.17	-0.11
Cc1nc2cc(NC(=O)N3CCCCC3)ccc2n1C	-38.1	0.09	-0.2
Clc1ccc(OCCN2CCOCC2)cc1Cl	-428.6	-0.13	-0.56

Single values from the list:
Result of Cc1ccc(C(=O)N/N=C2\CCc3ccccc32)c(C)c1 under Insulin prom inh: 19.4
Result of Clc1ccc(OCCN2CCOCC2)cc1Cl under sdo1 growth: -0.13

Later entries:
SMILES	Insulin prom inh	sdo1 growth	sdo1 growth Rescue 24 h
Cc1cc([N+](=O)[O-])ccc1NC(=O)C1CCCO1 (stereo unspecified)	9.1	-0.08	-0.15
Cc1cc(C)nc(Nc2n[nH]c(COc3cccc4ccccc34)n2)n1	-29.7	-1.51	-1.41
CSc1nc2ccc3nc(NC(=O)c4ccccc4)sc3c2s1	nt	0.47	3.17
CC(Sc1ccc(Cl)cc1)C(=O)NCc1ccc2c(c1)OCO2 (stereo unspecified)	3.6	-0.79	-0.31
CCOC(=O)C1=C(C)N(CC)C(=S)NC1c1ccccc1OC(F)F (stereo unspecified)	-57.1	nt	nt
CCOc1ccc(N=C2Sc3nc4ccc(C)cc4cc3CN2CCOC)cc1	58.3	nt	nt
O=C(CSCc1ccc(Cl)cc1)NN=C1CCCC1	-33.3	0.34	0.09
O=C(O)CCC(=O)Nc1ccc(S(=O)(=O)N2CCCC2)cc1	nt	-0.09	-0.25
CCOc1ccc(CNCc2ccc(C(=O)O)cc2)cc1OC	14.3	nt	nt
CN(C(=O)COC(=O)c1ccccc1NC(=O)c1ccco1)C1CCS(=O)(=O)C1 (stereo unspecified)	33.3	nt	nt
O=C(CSc1ncn(-c2ccccc2)n1)Nc1ccc2c(c1)OCCO2	42.3	-0.25	0.36
CCn1nnc(NC(=O)c2cccnc2)n1	nt	0.69	-0.26
COC(=O)c1ccc(NC(=O)CSCc2ccccc2C)cc1	20.0	-1.34	-1.64
COC(=O)c1ccc(OCC(O)CN(CC(C)C)CC(C)C)cc1 (stereo unspecified)	nt	0.65	0.88
Cc1ccc(-c2n[nH]c(=S)n2/N=C/C=C/c2ccccc2[N+](=O)[O-])cc1	9.7	-0.68	0.77
COc1ccc(NC(=O)CN2CCN(CC(=O)Nc3ccccc3F)CC2)c(OC)c1	7.7	-1.21	-1.94
C=CCNC(=O)CCCCC(=O)NCC=C	30.6	1.57	1.66
Cc1cc(/C=N/NC(=O)CC2(C)OCCO2)c(C)n1-c1ccc(Cl)c(Cl)c1	65.7	-1.18	-1.34
CC(/C=C/c1ccco1)=N/NC(=O)c1ccccc1Cl	nt	0.33	-0.11
O=C1CCC/C(=N/NC(=O)c2ccc(CN3c4cccc5cccc(c45)S3(=O)=O)cc2)C1	14.3	0.71	0.57
Cc1nnn(C23CC4CC(CC(CC(=O)Nc5ccc(C)c(Cl)c5)(C4)C2)C3)n1	-6.9	-1.16	-0.21
CCC1(C(=O)c2ccccc2)C(c2ccc([N+](=O)[O-])cc2)C1(C(=O)OC)C(=O)OC (stereo unspecified)	nt	-0.35	-0.26
Fc1ccc(NC(=S)Nc2ccc(Br)cc2)cc1	-26.7	-1.03	-0.36
O=C(C1CCCN1C(=O)c1cccs1)N1CCN(Cc2ccc3c(c2)OCO3)CC1 (stereo unspecified)	nt	-0.3[8.6 µM]	-0.26
O=C(O)c1ccccc1SC1CC(=O)N(C2CCCCC2)C1=O (stereo unspecified)	nt	0.71	0.35
Cc1ccc2c(Cl)cc(Cl)c(OCC(=O)O)c2n1	-28.6	nt	nt
O=C(NCc1ccco1)C(c1ccc(F)cc1)N(CC1CCCO1)C(=O)Cn1nnc2ccccc21 (stereo unspecified)	nt	1	1.18
CCOC(=O)C1CCN(C(=O)CC2C(=O)N(Cc3ccccc3)C(C)c3nc4ccccc4n32)CC1 (stereo unspecified)	-3.1	0.37	0.25
CN(C)S(=O)(=O)c1cccc(NC(=O)COC(=O)c2ccc3c(c2)OCO3)c1	13.7	-0.66	-1.68
CCOC(=O)c1cnn(-c2ccc(Cl)cc2)c1C1CCN(C(=O)OC(C)(C)C)CC1	-16.1	-0.82	-1.4
Nc1c(-c2ccc(Cl)cc2)cnn1-c1cccc([N+](=O)[O-])c1	21.4	-0.16	0.66
O=C(N/N=C1\C2CN3CCN(C2)CC1(c1ccccc1)C3)c1ccc(F)cc1	-6.7	0.18	-0.14
Nc1cc(N)nc(SCCN2CCCCC2)n1	nt	0.64	0.28
CC1=C(C(=O)Nc2ccccc2C)C(c2ccc(C)o2)n2c(s/c(=C/c3ccccc3)c2=O)=N1 (stereo unspecified)	77.4*	-1.39	-0.6
CC(C)[C@H](NC(=O)[C@@H]1CSCN1C(=O)OC(C)(C)C)C(=O)NCC1CCC(C(=O)O)CC1 (stereo partly specified)	-9.5	0.11	-0.86
Cn1c(C(=O)O)cnc1Sc1ncc(C(F)(F)F)cc1Cl	30.8	nt	nt
Cc1cccc(C)c1NC(=S)NC1CCCCC1	-12.5	-0.14	-0.36
CCCCCCCN(C(=O)CCl)c1cccc(C)c1	-270.4	0.68	0.77
CCOc1ccc(C(C)NC(=O)Cc2ccccc2)cc1OCC (stereo unspecified)	-8.3	1.57	-0.26
CCC1(C)Cc2c(sc3nc4n(c(=O)c23)CCS4)CO1 (stereo unspecified)	42.9	-0.58	-0.98

3 records picked at random from the list so far:
SMILES	Insulin prom inh	sdo1 growth	sdo1 growth Rescue 24 h
CCOc1ccc(C(C)NC(=O)Cc2ccccc2)cc1OCC (stereo unspecified)	-8.3	1.57	-0.26
O=C(N/N=C1\C2CN3CCN(C2)CC1(c1ccccc1)C3)c1ccc(F)cc1	-6.7	0.18	-0.14
CC1=C(C(=O)Nc2ccccc2C)C(c2ccc(C)o2)n2c(s/c(=C/c3ccccc3)c2=O)=N1 (stereo unspecified)	77.4*	-1.39	-0.6

Next section:
SMILES	Insulin prom inh	sdo1 growth	sdo1 growth Rescue 24 h
O=C(Cc1ccccc1)Nc1ccccc1Oc1ccccc1	16.7	-1.34	-1.17
O=C1C2C3C=CC(C4CC34)C2C(=O)N1/N=C/c1ccc(-c2ccc(F)cc2[N+](=O)[O-])o1 (stereo unspecified)	-3.5	-0.87	-0.92
CCSC1=C(C#N)C(c2ccc3c(c2)OCO3)C2=C(CCCC2=O)N1 (stereo unspecified)	-25.0	-0.19	-0.53
CC(Sc1nc2ccccc2[nH]1)C(=O)O (stereo unspecified)	50.0	0.08	-0.74

Some of the compounds tested (hit frequency here may not be typical).
